# SSB-PriA inh = blocks PriA binding to SSB C-terminal tail | AlphaScreen SSBct-PriA binding, biotinylated peptide | AID 1272365 | inhibition, % at 33 µM | 430,000 tested, 0.6% active; in the data active means inhibition mostly above about 37%, no sharp cut-off; inactive means mostly below about 20%;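 further: plate controls were negative control peptide for no effect and reference peptide for full effect; strong numbers were not always called active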
# Active calls of the source: *; i = inactive; & = joins results of further samples. These rows are one share of the data. The share of hits here may be higher or lower than overall.
SMILES,SSB-PriA inh
CCOC(=O)c1sc(NC(=O)COCC(=O)Nc2cc(C)c(C(=O)OCC)s2)cc1C,-2.0&0.0
CCOC(=O)c1cn[nH]c1S(=O)(=O)N1CCc2ccccc21,13.0
O=C(Cc1csc(NC(=O)c2ccsc2)n1)NCc1ccc(OCc2ccccc2)cc1,-5.0
Cc1ccc(S(=O)(=O)N2CCC(c3nnc(-c4ccco4)o3)CC2)c(C)c1,-1.0
COc1cccc(-c2nc(CSc3nc4ccccc4c(=O)n3Cc3ccco3)c(C)o2)c1OC,-14.0&-5.0
O=C(CCCn1nc(-c2cccs2)ccc1=O)Nc1nc2ccccc2s1,4.0
CCC(=O)Nn1cnc2c(cnn2-c2cccc(Cl)c2)c1=O,-1.0
CCOc1cc(C=Nn2c(C)nnc2C)ccc1O,-7.4
CS(=O)(=O)N1CCCC1C(=O)Nc1nc(-c2cccnc2)cs1 (configuration not stated),1.0
NC(=NOC(=O)Nc1ccccc1)c1ncc([N+](=O)[O-])s1,9.9
COc1ccccc1NC(=O)Nc1nc(CC(=O)Nc2ccc(Br)cc2F)cs1,-13.0&19.0
COc1ccc(NC(=O)CSCc2csc(NC(=O)Nc3cccc(C(F)(F)F)c3)n2)cc1,-23.0
C/C(C=NNC(=O)CSc1ccccn1)=C\c1ccc(C(C)C)cc1,5.9
COc1ccc2nc(Nc3nc4ccc5nc(C)sc5c4s3)sc2c1,-1.0
O=C(Nc1nc(C(=O)NCc2cccnc2)cs1)c1ccccc1,-5.0
CC(CC(=O)NC1CCCCC1)=NNC(=O)COc1ccc(C)cc1Br,1.7
COc1ccc(C)cc1NC(=O)c1cc(=O)c(OC)c[nH]1,-8.0
O=C(COc1ccc(Cl)cc1Cl)NN=C1CCCc2ccccc21,-10.8
CCOC(=O)c1ccccc1NC(=O)CSc1nc(=O)n(CCN(CC)CC)c2c1CCCC2,10.0
CCCc1nnsc1C(=O)NC1CCC(Oc2ccccn2)CC1 (configuration not stated),-3.0
O=C(Cc1ccc2c(c1)OCO2)Nc1nc2c(s1)C(=O)NCCC2,-1.0
Cc1cc(CNC(=O)CCc2ccccc2F)c(C)o1,-2.0
O=C(c1cccs1)N1CCc2ccc(NS(=O)(=O)c3cccc(Cl)c3)cc2C1,-10.0&6.0
O=C(NCCOc1ccc(-c2cccs2)nn1)Nc1ccc(Cl)cc1Cl,1.0
O=C(NCc1nccc(N2CCOCC2)n1)c1cccc(C(F)(F)F)c1,-12.0
O=C(CN1C(=O)c2ccccc2C1=O)Nc1ccc(Br)c(C(=O)c2ccccc2Cl)c1,2.0
O=C(NCCn1ccn2nccc12)c1ccc2c(c1)OCO2,-12.0
COc1ncccc1C(=O)NCC#CCOc1cccc(C(F)(F)F)c1,-21.0
CCSc1nnc(NC(=O)CSc2cn(Cc3ccc(Br)cc3)c3ccccc23)s1,4.0
CN(C)c1ccc(C(CNC(=O)Cc2cccc3ccccc23)N2CCCC2)cc1 (configuration not stated),23.0

# Given tab-delimited: entries from further up.
smiles	SSB-PriA inh
CN(C)c1ccc(C(CNC(=O)Cc2cccc3ccccc23)N2CCCC2)cc1 (configuration not stated)	23.0
COc1ncccc1C(=O)NCC#CCOc1cccc(C(F)(F)F)c1	-21.0
O=C(NCCn1ccn2nccc12)c1ccc2c(c1)OCO2	-12.0
O=C(Cc1ccc2c(c1)OCO2)Nc1nc2c(s1)C(=O)NCCC2	-1.0

# The listing continues.
SMILES,SSB-PriA inh
CC12CCC(C(=O)O)(C/C1=N/O)C2(C)C (configuration not stated),13.0
CCc1ccc(S(=O)(=O)NCCc2csc3nc(-c4cccc(F)c4)nn23)s1,1.0
COc1ccc(NC(=O)C(C)Sc2ncc(-c3cccc(Br)c3)o2)cc1 (configuration not stated),-4.0
COc1ccc(Cl)cc1C(=O)Nc1cc(-c2cccs2)nn1-c1nc2c(c(=O)[nH]1)CCC2,-8.0
Cn1c(=O)c2cc(C(=O)O)c(=O)n(C)c2n(C)c1=O,-9.0
CC(=NNc1ccc(Cl)c(Cl)c1)c1ccc(-n2ccnc2)cc1,-8.2
Cc1ccc(C=NNC(=O)Cn2cnc3ccccc32)cc1,-0.8
Cc1ccc(C2=NC(C)(C)N(C(=O)c3ccc(Cl)cc3)C2=S)cc1,-9.0
CN(C)CC1COCCN1C(=O)c1cnc2ccccc2n1 (configuration not stated),-16.0
CCCCOc1ccc(C(=O)NCC2CCN(Cc3ccco3)CC2)cc1,-11.0&-2.0
COc1cc(C(C)=O)ccc1OCC(=O)NCCn1nc(-c2ccc(C)cc2)ccc1=O,-4.0
Cc1cc(=O)[nH]c(N=C(N)Nc2ccc(SC(F)F)cc2)n1,-13.2
COC1(CNC(=O)C2CCN(S(C)(=O)=O)CC2)Cc2ccccc2C1,-3.0
CCN(Cc1cnc2ccccn12)C(=O)c1cn(C)nn1,-6.0
CCOC(=O)C1CCCN(CC(O)COc2ccccc2Br)C1 (configuration not stated),1.0
O=C(NN=Cc1cccc(Cl)c1)c1ccc(Cn2cccn2)o1,-14.4
CC(C)S(=O)(=O)c1ccc(CC(=O)N2CCC(c3ccsc3)CC2)cc1,-18.0
O=C(CSC1=Nc2cccnc2Nc2ccccc21)Nc1cc(Cl)ccc1Cl,30.0
COc1ccc(NC(=O)CN2CCN(c3ccc(C)c(Cl)c3)CC2)cc1,2.0
Cn1nc(-c2ccc(F)cc2)cc1C(=O)Nc1ccc(CC(=O)NC(C)(C)CO)cc1,9.0
CC1CCN(c2cc(NC(=O)Cn3cccc3)ncn2)CC1,-4.0
COc1ccccc1CCNC(=O)C(=O)Nc1ccccc1F,-4.0
CCSc1ccccc1C(=O)NCCC(O)c1cccn1C (configuration not stated),8.0
COc1ccc(CNC(=O)NCC(C)(O)c2ccc(-c3ccccc3)cc2)cc1 (configuration not stated),-8.0
O=C(NCCn1cncn1)c1ccc(N2CCCC2)nn1,10.0
O=C(Nc1ccc(-c2cn3cccnc3n2)cc1)Nc1cccc(Cl)c1,-7.0
O=C(NCc1ccc(Cl)cc1)C(=O)NC[C@@H](c1cccnc1)N1CCN(c2ccc(F)cc2)CC1,-18.0
COc1ccc(NS(=O)(=O)c2c(C)cc(C)cc2C)cc1N1CCCC1=O,10.0
O=C(COc1ccc(-n2cccn2)nn1)Nc1ccc2c(c1)OCO2,-10.0
CCCCOc1ccc(C(O)=C2C(=O)C(=O)N(CCCOC)C2c2ccncc2)cc1 (configuration not stated),-14.6

# Overlap with the part before: 7 entries, then new ones.
SMILES,SSB-PriA inh
COc1ccc(CNC(=O)NCC(C)(O)c2ccc(-c3ccccc3)cc2)cc1 (configuration not stated),-8.0
O=C(NCCn1cncn1)c1ccc(N2CCCC2)nn1,10.0
O=C(Nc1ccc(-c2cn3cccnc3n2)cc1)Nc1cccc(Cl)c1,-7.0
O=C(NCc1ccc(Cl)cc1)C(=O)NC[C@@H](c1cccnc1)N1CCN(c2ccc(F)cc2)CC1,-18.0
COc1ccc(NS(=O)(=O)c2c(C)cc(C)cc2C)cc1N1CCCC1=O,10.0
O=C(COc1ccc(-n2cccn2)nn1)Nc1ccc2c(c1)OCO2,-10.0
CCCCOc1ccc(C(O)=C2C(=O)C(=O)N(CCCOC)C2c2ccncc2)cc1 (configuration not stated),-14.6
CCOC(=O)c1cn[nH]c1S(=O)(=O)N(CC)c1cccc(C)c1,1.0
COc1cc([N+](=O)[O-])cc2sc(NC(=O)c3ccc(S(=O)(=O)N(C)C)cc3)nc12,-14.0
Cc1cc(NC(=O)C2CCN(c3cc(-n4cncn4)ncn3)CC2)n(-c2ccccc2)n1,-14.0
O=C(NCCO)C(=O)N1CCOCC1,27.0
Cn1cnc(S(=O)(=O)Nc2ccc3c(c2)CN(C(=O)c2cccs2)CC3)c1,-15.0
CCCS(=O)(=O)c1c(S(=O)(=O)CCC)c2c(C)cccn2c1C(=O)NN=Cc1cc(O)cc(O)c1,-0.3
CC(C)(C)c1ccc(OCc2ccc(C(=O)NN=C3CC4CC=CC34)cc2)cc1 (configuration not stated),-5.9
CC(C)Oc1ccc(C(=O)Nc2ccc3c(c2)N(C(=O)c2ccco2)CC3)cc1,7.0
CCOC(=O)c1ccc(NC(=NS(=O)(=O)c2ccc(F)cc2F)c2ccccc2)cc1,-2.0
COC(=O)c1ccc(C(=O)Nc2nc(-c3ccc(C)cc3C)cs2)cc1,-37.0
CO[C@@H](CNC(=O)c1ccsc1)c1ccsc1,-17.0
CC(=O)N1CCC(CO)C1 (configuration not stated),-2.0
c1csc(-c2noc(C3CN(Cc4ccoc4)C3)n2)c1,17.0
C=CCc1cccc(C=NNC(=O)C(C)Nc2cccc(C)c2)c1O (configuration not stated),-2.8
CC(Oc1ccccc1F)C(=O)NCCOc1cccc(C(F)(F)F)c1 (configuration not stated),-17.0&-11.0
Cc1ccc2nc(NC(=O)CSc3ccc(-c4sc(-c5cccnc5)nc4C)nn3)sc2c1,-13.0
N#Cc1nccnc1OC1CCCN(C(=O)c2c[nH]c(=O)c(Cl)c2)C1 (configuration not stated),-13.0
CC(=NNC(=O)CNC(=O)c1ccccc1)c1ccc(C)cc1,1.1
CCOc1ccccc1N/C=C(\C#N)C(=O)NC1CCCCC1,-9.0
O=C(NCCc1csc(-c2ccc(C(F)(F)F)cc2)n1)c1ccc2c(c1)OCO2,-2.0
CC(C)(C)C(=O)N1CCc2ccc(NS(=O)(=O)c3ccc4c(c3)OCCO4)cc21,8.0
CC(=NNC(=O)CNC(=O)/C=C/c1ccccc1)c1ccco1,-5.0
C=CCOCC(O)Cn1c(NCc2ccco2)nc2c1c(=O)[nH]c(=O)n2C (configuration not stated),67.0*
CC1C(=O)N2CCCc3cc(NC(=O)C(=O)NCc4ccco4)cc1c32 (configuration not stated),-7.0&4.0
O=Cc1cnc2ccccc2n1,16.0
O=C(c1cc(=O)[nH]c(=O)[nH]1)N1CCN(c2ccc(-n3cncn3)nn2)CC1,-8.0
COc1cccc(C=NNC(=O)c2cnccn2)c1O,-9.4
O=C(CSc1ccc2nnc(-c3cccc(F)c3)n2n1)c1ccccc1,-1.0
CC(C)CCn1c(SCc2nc(-c3ccccn3)no2)nc2ccsc2c1=O,-11.0
O=C(c1ccno1)N1CCN(c2nc3ccc([N+](=O)[O-])cc3s2)CC1,1.0
O=C(N[C@H]1CCN(c2nccs2)C1)c1cccc(NS(=O)(=O)c2ccccc2F)c1,11.0
Cc1c(Cl)cccc1NC(=S)NC(C)C(c1cccs1)N1CCOCC1 (configuration not stated),22.0
CC(=NNC(=O)c1ccccc1)c1cccc(Br)c1,-13.1
O=C(CSc1nc2c(cnn2CCO)c(=O)[nH]1)N1CCCCCC1,16.0
CCSc1ccccc1C(=O)Nc1nnc(-c2ccccc2Cl)o1,5.0
Cc1cccc(C)c1NC(=O)Cn1c(C)nc2c(sc3ccccc32)c1=O,-7.0
O=C1c2ccccc2C(=O)N1CCCCN(C(=O)C(c1ccccc1)c1ccccc1)c1ccc(F)cc1F,-9.0
Cc1ccc(S(=O)(=O)N2CCCc3cc(NC(=O)c4cccc(Br)c4)ccc32)cc1,-8.0
Cc1nnc(C2CCCN(S(C)(=O)=O)C2)s1 (configuration not stated),-2.0
CSc1ccc(C(=O)Nc2nc(-c3ccccn3)cs2)cc1[N+](=O)[O-],33.4
CCn1c(C)nc2cc(C(=O)NN=C(C)c3ccc(N4CCOCC4)cc3)ccc21,-3.9
Cc1cc(C(O)CCNC(=O)C(=O)Nc2ccc3c(c2)N(C(=O)C(C)C)CCC3)c(C)o1 (configuration not stated),-1.0
O=C(Nc1ccc(S(=O)(=O)Nc2nccs2)cc1)C1CCCN(c2cc(C3CC3)ncn2)C1 (configuration not stated),6.0
O=S(=O)(NCc1cnn2c1CCCC2)c1cccc2nsnc12,2.0
O=C(Nc1ccc(C(F)(F)F)cc1)N1CCN(c2ccc(-c3ccco3)nn2)CC1,-13.0
CCc1ccc(-c2[nH]ncc2C(=O)N2CCC(NC(=O)c3ccc(OC)cc3)CC2)cc1,-9.0
Cn1c(-c2nc(C(=O)Nc3ccccc3)cs2)cc2ccccc21,0.0
CCCC1CCC(c2ccc(C(N)=NO)cc2)CC1 (configuration not stated),-6.5
O=C(NN=CC1CC=CCC1)c1ccc(Br)o1 (configuration not stated),-14.1
O=C(Nc1nnc(-c2cc3ccccc3o2)o1)c1ccco1,9.0

# New compounds follow
SMILES,SSB-PriA inh
O=C(COc1ccccc1F)NCCn1ccc(-c2ccccn2)n1,4.0
COc1ccc(-n2nnnc2CNS(=O)(=O)c2ccc3c(c2)OCCO3)cc1,6.0
COC(=O)c1cnc2cc(C(F)(F)F)ccc2c1OC,-11.0
O=C(NCCNS(=O)(=O)c1cccc(Cl)c1)c1ccc(NC(=O)C2CC2)cc1,-1.0
O=C(Nc1nc2ccc(F)cc2s1)c1ccc(C(=O)Nc2nc3ccc(F)cc3s2)s1,-14.0
O=C(c1cn(-c2cccc(Cl)c2)nn1)N1CCc2ccccc2C1,4.0
Cc1cc2ncc3c(n2n1)CCN(C(=O)C1CCC1)C3,0.0
Cn1nc(CNC(=O)Nc2cccc(C(F)(F)F)c2)c2c1CCCC2,-7.0
O=C(c1cc2cc(F)ccc2s1)N1CC(N2C(=O)C3CC=CCC3C2=O)C1 (configuration not stated),7.0
COC(=O)c1ccc2c(=O)n(CCCC(=O)N3CCN(c4cccc(C)c4C)CC3)c(=S)[nH]c2c1,-13.0
O=C(N/N=C/c1cc(Br)cs1)c1ccncc1,i
Oc1ccc(C=NNC(=S)NCC2CCCO2)cc1 (configuration not stated),-18.2
Cc1ccc(Cl)cc1NC(=O)Cn1c(=O)n(Cc2ccc(F)cc2)c(=O)c2nccnc21,-8.0
NC(=O)c1ccc(NC(=O)Cn2nc(-c3ccco3)c3sc(N4CCCCC4)nc3c2=O)cc1,-10.0
Cc1ccc(N2CC(NC(=O)Cc3ccc([N+](=O)[O-])cc3)CC2=O)cc1 (configuration not stated),3.0
O=C(Nc1ccc(F)cc1)OC1CCCC(NC(=O)C2CCC2)C1 (configuration not stated),-6.0
O=C(CC1(n2cccc2)CCOCC1)Nc1nc(-c2ccccn2)cs1,109.0*
O=C(NCc1nc2ccccc2[nH]1)c1cc2n(n1)CCCO2,-17.0
COc1ccc(Nc2oc(-c3ccc(COc4ccc(OC)cc4)o3)nc2C#N)cc1,-6.0
COc1ccc(NC(=O)NCc2nnnn2-c2ccc(F)cc2)c(OC)c1,-3.0
NC(=O)c1oc2ccccc2c1NC(=O)C1(c2ccc(Cl)cc2)CCCC1,-2.0
CCCC[N+]1=C(C)c2cccc3c(Cl)ccc1c23,-25.0
